# Cneo AK release = causes C. neoformans cell lysis | adenylate kinase release luminescence, 4 h; normalised: neutral wells 0, clomiphene wells 100 | 360,000 compounds, 0.2% hits | lysis activity, % at 15 µM | AID 651654;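 active = mean lysis activity across replicates of at least 80%, whatever share of replicates individually reach that level; inactive = mean lysis activity below 80%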
#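 Assay system: Cryptococcus neoformans yeast cells / Dosing: single-point compound dose / Timing: 4 h at 37 °C static, read 1 h later / Measured by: luminescence of released adenylate kinase using an AK detection reagent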
# PAX8 inh HTS = lowers PAX8-driven luciferase in RMG-I cells; RMG-I TPO-luciferase reporter, SteadyGlo, 24 h; 360,000 compounds, 1.2% hits; inhibition, % at 12.6 µM;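 active = mean replicate inhibition at least 60% with every replicate also reaching 60%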;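 also: luciferase light reporting Pax8 driven TPO promoter activity; plate controls were median of neutral control wells for no effect and mitoxantrone controls for full effect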
# EWS-Fli block = EWS/Fli transcriptional activity inhibition; A673 NR0B1-luciferase reporter, viability-normalised; inhibition, % at 12.6 µM; 350,000 compounds, 0.67% hits; AID 651661;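 active = mean inhibition of at least 50% after viability correction, with every replicate also passing that limit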;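 also: firefly luciferase signal divided by Alamar Blue viability fluorescence both relative to DMSO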
# LGR2 antag = Drosophila LGR2 receptor signaling inhibition. HEK293 LGR2, CRE-luciferase, bursicon-stimulated, 4 h. inhibition, % at 9.99 µM. 380,000 compounds, 0.35% hits. AID 720647;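 active = drop in luminescence signal, shown as inhibition above about 50% in the replicate tests, limit read from the data, passing the limit was not always enough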;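 also: agonist challenge used bursicon conditioned medium at about half maximal strength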
# FN deposition inh = fibronectin deposition inhibition; AH1F fibroblasts, Alexa488-fibronectin deposition fluorescence, overnight; inhibition, % at 12.6 µM; 350,000 compounds, 0.086% hits;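 active = mean inhibition across replicates of 30% or more, regardless of how many single replicates reach that level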;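 also: positive control wells lacked labelled fibronectin entirely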
#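 Schedule: 1 h cell adhesion before compound, then overnight fibronectin incubation; test system: AH1F fibroblast monolayer depositing Alexa488-labelled fibronectin into matrix; quantity: 10000 AH1F cells per well; probe or stimulus: fluorescent fibronectin at 24 nM final; signal: fluorescence, ex 485 nm, em 525 nm; evaluation: percent inhibition as loss of matrix-bound fibronectin fluorescence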
# Casp6 inh = blocks human caspase-6 cleavage activity | purified caspase-6, Z-VEID-R110 cleavage fluorescence | 350,000 compounds, 0.53% hits | AID 686996 | inhibition, % at 12.5 µM;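 active = mean inhibition across replicates at least about 35%, with every replicate also reaching that limit, limit read from the data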;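 also: 0% = median of neutral control wells and 100% = no fluorescence left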
# Target sequence (P55212 24-179 limits assumed): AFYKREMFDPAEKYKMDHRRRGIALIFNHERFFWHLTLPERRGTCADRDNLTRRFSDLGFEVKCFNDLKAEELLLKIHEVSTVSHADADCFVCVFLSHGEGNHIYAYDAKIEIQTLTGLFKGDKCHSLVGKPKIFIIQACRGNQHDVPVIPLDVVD
# Target sequence (P55212 194-293 limits assumed): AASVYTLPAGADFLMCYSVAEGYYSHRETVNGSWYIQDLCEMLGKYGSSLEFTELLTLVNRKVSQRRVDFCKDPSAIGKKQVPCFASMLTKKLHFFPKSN
# PGC1a acetyl inh = PGC1a acetylation modulation, inhibitor mode. inhibition, % at 15.6 µM. 350,000 compounds, 0.17% hits. U2OS PGC1a acetylation, AlphaScreen anti-acetyl-lysine; with virally co-expressed GCN5 acetyltransferase;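 active = every replicate shows inhibition of at least 40%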;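 also: 0% = neutral control wells and 100% = positive control wells; some results beyond the cut were filed as inactive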
# miR122 inh = miR-122 inhibition in Huh7 cells | 340,000 compounds, 0.3% hits | Huh7 miR-122 Renilla luciferase sensor, 48 h; neutral wells = 0, positive control = 100 | activation (reporter increase), % at 12.5 µM;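 active = mean replicate activation score at least 90 and every replicate individually at or above 90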;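 also: higher luciferase means less miR-122 activity so hits act as miR-122 inhibitors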
# * = called active by the depositor; . = not tested or not shown; [ ] = remark or other dose.
SMILES,Cneo AK release,PAX8 inh HTS,EWS-Fli block,LGR2 antag,FN deposition inh,Casp6 inh,PGC1a acetyl inh,miR122 inh
Cc1[nH]c(C)c(S(=O)(=O)Nc2ccccc2Cl)c1C(=O)N1CCCC1,4.9,-14.4,.,8.2,-22.3,-0.3,-3.0,1.8
COc1cccc(-c2ccc3c(c2)O[C@H](CN(C)C(=O)c2ccccc2F)[C@@H](C)CN([C@H](C)CO)S3(=O)=O)c1,-3.7,27.4,20.9,-15.4,.,-0.3,-15.1,23.2[16.7 µM]
Cc1ccc(S(=O)(=O)Oc2ccc(/C=N/NC(=O)c3ccncc3)cc2)cc1,5.3,-26.7,-9.3,-1.1,-5.0,-1.1,.,4.7
CCCC#Cc1ccc([C@H]2[C@H]3CN(S(=O)(=O)c4ccccc4C)CCCCN3[C@H]2CO)cc1,1.1,9.0,-11.0,3.0,.,-0.9,-7.4,-4.3[16.7 µM]
O=C(Nc1cccc(C(F)(F)F)c1)C1CCCN1S(=O)(=O)c1cccc2cccnc12 (configuration not stated),.,.,10.2,20.7,.,-14.7,0.3,6.9
COc1ccc(NC(=O)CN(C)S(=O)(=O)c2ccc3c(c2)CC(C)N3C(C)=O)cc1OC (configuration not stated),1.7,19.0,.,7.3,3.4,3.3,-10.4,-0.3
NS(=O)(=O)c1ccc(NC(=O)COC(=O)c2cnccn2)cc1,2.7,-11.7,-4.8,.,10.0,-3.9,4.4,-2.5
COc1ccc(OCC(=O)N/N=C(\C)CC(=O)Nc2cccc([N+](=O)[O-])c2)cc1,.,11.0,-22.0,-37.7,1.1,-0.2,.,.
COc1ccc(C(=O)NC2CCN(CC(=O)N3CCCCC3)CC2)cc1,-3.3,1.6,-6.3,-3.8,1.4,-1.1,3.4,-2.6
CC(C)OC(=O)CSc1nc(Cc2cccs2)nc2ccccc12,.,-7.3,5.0,.,9.9,2.7,.,.
CCc1ccc(N2CC(C(=O)OCC(=O)NC3CC3)CC2=O)cc1 (configuration not stated),0.2,4.3,0.1,-18.4,1.9,-4.0,-2.9,-6.2
Cc1cccc(OCC(=O)N2CCN(C(=O)c3ccco3)CC2)c1,.,-26.1,-4.8,9.5,-4.9,0.2,-7.0,-3.9
C[C@@H]1CN([C@@H](C)CO)C(=O)Cc2cc(NC(=O)Nc3ccccc3)ccc2O[C@H]1CN(C)S(=O)(=O)c1ccc(F)cc1,11.8,-1.0,8.7,-0.9,.,1.0,-0.5,-4.0[16.7 µM]
O=C(Nc1cccc(F)c1)N1CC(=O)N2[C@H](CO)[C@@H](c3ccc(C#CCC4CCCC4)cc3)[C@H]2C1,.,14.1,2.1,1.4,.,2.5,-11.3,.
CC(C)c1ccc(S(=O)(=O)N2CCN(C(=O)CN3C(=O)c4ccccc4C3=O)CC2)cc1,0.7,-16.2,6.2,14.5,4.2,-4.5,-3.9,0.9
O=C(CN(Cc1ccccc1)C(=O)CCC(=O)Nc1ccccn1)NCCc1ccccc1,-0.9,-6.4,-15.8,4.2,2.2,-1.3,9.8,-6.3
COc1ccc(-n2c(Cc3cccn3C)nnc2SCC(=O)NCC2CCCO2)cc1 (configuration not stated),4.3,-5.0,-2.1,25.1,8.5,-2.1,.,.
Cc1noc(C)c1S(=O)(=O)N(C)C[C@H]1OCCCC[C@@H](C)Oc2ccc(NC(=O)Nc3ccc(F)cc3)cc2C(=O)N([C@H](C)CO)C[C@@H]1C,-0.2,-5.5,-7.6,23.5,5.3,-1.0,-3.1,-2.4[16.7 µM]
O=C(NCC1CCCO1)c1cccc(Br)c1 (configuration not stated),.,.,-16.3,-3.5,.,-0.8,7.9,0.4
CN(CCC(=O)c1ccccc1)CCC(=O)c1ccccc1,-15.0,-13.4,3.3,0.6,-4.7,-5.6,.,.

# 3 of the entries above in order of the PGC1a acetyl inh value, lowest first:
canonical_smiles | PGC1a acetyl inh
COc1ccc(NC(=O)CN(C)S(=O)(=O)c2ccc3c(c2)CC(C)N3C(C)=O)cc1OC (configuration not stated) | -10.4
C[C@@H]1CN([C@@H](C)CO)C(=O)Cc2cc(NC(=O)Nc3ccccc3)ccc2O[C@H]1CN(C)S(=O)(=O)c1ccc(F)cc1 | -0.5
COc1ccc(C(=O)NC2CCN(CC(=O)N3CCCCC3)CC2)cc1 | 3.4

# The results go on:
SMILES,Cneo AK release,PAX8 inh HTS,EWS-Fli block,LGR2 antag,FN deposition inh,Casp6 inh,PGC1a acetyl inh,miR122 inh
C[C@@H]1CN([C@@H](C)CO)C(=O)c2cc(NS(=O)(=O)c3ccccc3)ccc2O[C@H]1CN(C)Cc1ccc2c(c1)OCO2,-7.2,5.6,-11.1,8.9,-1.4,0.4,-2.3,-6.9[16.7 µM]
Cc1nc(N2CCOCC2)sc1C=O,0.1,0.5,12.8,16.8,-10.4,0.4,-8.0,-1.7
CC12CC3(C)CC(C)(C1)CC(C(=O)NCC(=O)O)(C2)C3,.,11.5,2.5,-9.3,0.3,6.6,4.6,.
CC(C)C(NC(=O)OCc1ccccc1)C(=O)NC(Cc1c[nH]c2ccccc12)C(=O)O (configuration not stated),.,13.1,9.3,-13.1,-14.5,5.0,.,.
CCOC(=O)Cc1csc(N)n1,-1.2,.,2.0,20.6,.,2.0,-2.3,-6.6
COc1ccc(C2OC[C@H]3O[C@H](O)[C@H](NC(C)=O)[C@@H](O)[C@@H]3O2)cc1 (some centres not stated),4.2,8.6,0.7,-1.9,0.7,0.8,7.7,1.7
C[C@H](O)C#Cc1ccc2c(c1)O[C@@H](CN(C)Cc1ccncc1)[C@@H](C)CN([C@@H](C)CO)S2(=O)=O,-3.0,.,5.9,-10.1,-2.0,0.0,11.8,-1.4[16.7 µM]
CCc1cc(=O)oc2cc(C)cc(OC(C)C(=O)NCCCn3ccnc3)c12 (configuration not stated),-1.5,1.2,.,3.9,-4.3,-6.0,5.1,-0.2
CCCCOC(=O)c1ccc(OC(=O)N2CCOCC2)cc1,-1.2,-39.0,-23.4,-26.7,6.3,1.5,.,-2.3
c1ccc(-c2nnc(CN3CCN(C(c4ccccc4)c4ccccc4)CC3)o2)cc1,0.5,3.4,-4.7,-9.3,4.7,-2.6,-1.5,-3.8
CN(CC(=O)NCc1ccco1)CC(=O)Nc1cc(S(C)(=O)=O)ccc1Cl,2.4,11.1,-3.1,-0.5,-4.0,-4.3,10.1,-1.8
Cc1cccc(OCC(=O)NNC(=O)c2ccccc2OCc2c(C)noc2C)c1,0.7,7.3,-7.4,0.2,1.2,1.0,8.8,-8.7
COc1cc(OC)cc(C(=O)NC(=S)Nc2ccc3[nH]c(=O)[nH]c3c2)c1,4.4,0.8,3.9,13.1,-8.5,0.0,.,.
Cc1cc(CN(C)C(=O)c2cc(COc3ccc(C)c(C)c3)on2)on1,2.2,.,-73.4,-84.5,5.7,-1.6,.,-3.8
Cc1ccc(-c2nnc(SCC(=O)Nc3nc4c(s3)CCCC4)n2C)cc1,0.0,.,.,4.3,-3.0,.,-6.1,-3.0
COc1cccc2cc(C(=O)NCCN3CCOCC3)c(=O)oc12,3.1,-2.6,-15.0,0.1,0.7,-1.5,.,-4.2
CC(=O)N1c2ccc(S(=O)(=O)NCC3CCC(C(=O)N(C)Cc4ccccc4)CC3)cc2CC1C (configuration not stated),0.0,12.2,17.1,-9.5,4.4,4.0,0.8,-3.6
Cc1ccc(NC(=O)NCc2cccnc2)cc1Cl,0.4,-70.3,-25.7,-17.3,.,1.0,3.2,12.3
C=C(C)c1cccc(C(C)(C)NC(=O)NCC2COCCO2)c1 (configuration not stated),0.3,3.7,.,.,-2.6,.,3.2,9.1
COc1ccc(NC(=O)Nc2ccc3c(c2)C(=O)N([C@H](C)CO)C[C@H](C)[C@H](CN(C)C(=O)Nc2cccc4ccccc24)O3)cc1,1.0,10.9,-5.4,4.7,-7.3,-8.7,-7.5,-4.8[16.7 µM]
O=C(C1CC1)N1CCCCN2[C@H](CO)[C@@H](c3ccc(C#CC4CC4)cc3)[C@@H]2C1,-2.4,-13.5,-8.9,.,.,0.5,4.6,9.8[16.7 µM]
COc1cccc(-c2cnc3c(c2)C(=O)N([C@H](C)CO)C[C@@H](C)[C@@H](CN(C)Cc2ccccc2)O3)c1,-0.9,-3.7,-3.1,4.0,.,-5.2,-13.8,-2.2[16.7 µM]
O=C(CN1CCCN(Cc2ccc(F)cc2Cl)C1=O)NC1CCCCCCC1,-3.0,.,.,.,0.5,.,3.5,-6.7
Cc1cccc(OCCNc2cc(N3CCN(CCO)CC3)ccc2[N+](=O)[O-])c1,1.7,-11.6,-3.1,-9.2,9.5,5.6,1.9,3.8
COc1ccc(S(=O)(=O)N2CCN(C(=O)CCCN3C(=O)NC4(CCCC4)C3=O)CC2)cc1,1.0,-7.7,5.3,17.0,3.0,6.7,.,-2.7
OCCC1CN(Cc2cccn2-c2nccs2)CCN1C1CCCCC1 (configuration not stated),-0.8,5.5,-8.5,10.5,1.2,2.3,.,3.8
CC(C)NC(=O)N(C)C[C@H]1Oc2ccc(NC(=O)CCN3CCOCC3)cc2CC(=O)N([C@@H](C)CO)C[C@H]1C,0.2,-8.9,-6.6,2.1,2.5,-0.6,0.7,-1.9[16.7 µM]
CCOC(=O)C1C(c2ccc(Cl)cc2)NC(=S)NC1(O)C(F)(F)F (configuration not stated),.,19.3,5.4,-12.2,0.5,-0.7,11.3,-2.6
C[C@H](CO)N1C[C@H](C)[C@@H](CN(C)C)OCCCC[C@H](C)Oc2ccc(NC(=O)Nc3ccc(C(F)(F)F)cc3)cc2C1=O,-2.5,37.9,-2.7,-2.7,.,-2.1,1.1,-4.4[16.7 µM]
CC(=O)NCCc1nc2cc(NC(=O)c3ccccc3)ccc2n1C,-1.9,-119.8,-56.0,-13.6,1.4,.,-4.4,-3.9
Nc1ccccc1Oc1ncc(C(F)(F)F)cc1Cl,0.4,.,-10.6,-1.0,.,-4.0,46.1*,.
C[C@H]1CN([C@@H](C)CO)C(=O)c2c(c3ccccc3n2C)-c2ccccc2CO[C@H]1CN(C)Cc1ccc(F)cc1,.,-38.4,-2.6,14.6,-9.7,-0.9,3.2,.
COc1ccccc1C1/C(=C(/O)c2cnn(-c3ccccc3)c2C)C(=O)C(=O)N1CCN(C)C (configuration not stated),.,-6.5,1.0,4.3,9.6,2.2,.,-3.0
Cc1cc(CN(C)C(=O)CC2C(=O)NCCN2Cc2ccc(-c3ccccc3)cc2)on1 (configuration not stated),4.0,10.7,4.5,-12.5,-4.0,1.1,-2.5,1.1
COc1ccccc1CN1[C@@H]2CN(C(=O)c3cccnc3)c3ccccc3[C@@H]2[C@@H]1CO,65.0,6.8,8.9,14.3,3.6,1.7,-43.7,14.3[16.7 µM]
C[C@H]1CN([C@@H](C)CO)C(=O)c2cc(-c3cccc(F)c3)cnc2O[C@@H]1CN(C)Cc1cccnc1,-4.4,.,1.7,-2.6,-1.7,0.9,-6.5,2.3[16.7 µM]

# Part of the list above with just miR122 inh and LGR2 antag.
smiles,miR122 inh,LGR2 antag
COc1ccc(S(=O)(=O)N2CCN(C(=O)CCCN3C(=O)NC4(CCCC4)C3=O)CC2)cc1,-2.7,17.0
OCCC1CN(Cc2cccn2-c2nccs2)CCN1C1CCCCC1 (configuration not stated),3.8,10.5
CC(C)NC(=O)N(C)C[C@H]1Oc2ccc(NC(=O)CCN3CCOCC3)cc2CC(=O)N([C@@H](C)CO)C[C@H]1C,-1.9[16.7 µM],2.1
CCOC(=O)C1C(c2ccc(Cl)cc2)NC(=S)NC1(O)C(F)(F)F (configuration not stated),-2.6,-12.2
C[C@H](CO)N1C[C@H](C)[C@@H](CN(C)C)OCCCC[C@H](C)Oc2ccc(NC(=O)Nc3ccc(C(F)(F)F)cc3)cc2C1=O,-4.4[16.7 µM],-2.7
CC(=O)NCCc1nc2cc(NC(=O)c3ccccc3)ccc2n1C,-3.9,-13.6
